Screening data as filed in PubChem BioAssay.
GPR35 arrestin U2OS: GPR35 antagonists blocking zaprinast-driven arrestin recruitment, primary screen, imaging, U2OS, beta-arrestin-GFP, zaprinast agonist (AID 2058); U2OS GPR35 beta-arrestin-GFP translocation imaging, zaprinast antagonism; higher % means a stronger effect; inhibition, % at 10 µM; hits with a dose series show IC50 in µM; 290,000 compounds, 0.052% hits;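 active means inhibition of at least 50% with at least 30 cells and total cytoplasm GFP at most 10,000,000; inconclusive means under 30 cells or total GFP of 10,000,000 plus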
MgcRacGAP inhibition: MgcRacGAP GTPase-activating activity inhibitors, confirmation, biochemical, ADP Hunter fluorescence; MgcRacGAP-stimulated Rac1 GTP hydrolysis, ADP Hunter fluorescence; higher % means a stronger effect; GST-tagged Rac1 F28L mutant substrate; inhibition, % at 30 µM, or IC50 in µM where a hit was titrated; 340,000 compounds, 0.6% hits;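 active means first-screen hits whose inhibition reached a set limit at any dose in the follow-up dose series; inconclusive means inhibition above the set first-screen limit but never retested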;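 further: fluorescence reports GDP produced by GAP-driven GTP hydrolysis; strong numbers were not always called active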
GPR55 beta-arrestin: selective activators of receptor GPR55 – imaging, U2OS cells, beta-arrestin-GFP redistribution, primary screen (AID 1961); U2OS GPR55 beta-arrestin-GFP redistribution imaging; higher % means a stronger effect; activation, % at 10 µM, or EC50 in µM where a hit was titrated; 290,000 compounds, 0.048% hits;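 active means activation above 40% with more than 50 cells counted in the well; inconclusive means wells holding fewer than 50 cells, flagged as toxic or sparse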;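 further: U2OS osteosarcoma cells stably expressing GPR55 and beta-arrestin-GFP; plate controls were DMSO negative control for no effect and LPI positive control for full effect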
Lipid droplet: hepatic lipid droplet formation modulation. 240,000 compounds, 0.4% hits. inhibition, % at 6.5 µM. AML12 mouse hepatocytes, oleate lipid droplets, BODIPY imaging. AID 1656;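 active means lipid droplet intensity inhibited by at least 50%, with more than 500 cells counted; inconclusive means wells with under 300 cells, treated as cytotoxic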
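Assay system: AML12 hepatocytes (mouse); Probe or stimulus: oleic acid at 100 µM to induce lipid droplet formation; Dosing: compound at 6.5 µM only; Schedule: compound with oleate, overnight; Detection: fluorescence imaging, 20x objective, two fields per well; Measure: % inhibition of lipid droplet signal.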
SV40 large T antigen: SV40 large T antigen inhibitors, biochemical (AID 1903). SV40 large T antigen ATPase/helicase inhibition assay; higher % means a stronger effect. inhibition, % at 20 µM, or IC50 in µM where a hit was titrated. 310,000 compounds, 0.39% hits; in the data active means a potency from the dose series; inconclusive means inhibition mostly from about 32% at the one dose, without a potency; inactive means the rest, 99 in 100 with inhibition below about 32%; further: strong numbers were not always called active
NTR1 agonist: NTR1-driven beta-arrestin-GFP spot formation – imaging, U2OS cells, high content, primary screen (AID 493036). 330,000 compounds, 0.17% hits. agonist mode. activation, % at 20 µM;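 active means activation at or above 40% of the spot to cytoplasm intensity ratio, with at least 20 cells analyzed; inconclusive means wells under 20 cells, flagged as cytotoxic or low count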;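 further: 0% = DMSO without peptide and 100% = 100 nM NTR1 peptide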
Target sequence (P30989 whole entry, looked up): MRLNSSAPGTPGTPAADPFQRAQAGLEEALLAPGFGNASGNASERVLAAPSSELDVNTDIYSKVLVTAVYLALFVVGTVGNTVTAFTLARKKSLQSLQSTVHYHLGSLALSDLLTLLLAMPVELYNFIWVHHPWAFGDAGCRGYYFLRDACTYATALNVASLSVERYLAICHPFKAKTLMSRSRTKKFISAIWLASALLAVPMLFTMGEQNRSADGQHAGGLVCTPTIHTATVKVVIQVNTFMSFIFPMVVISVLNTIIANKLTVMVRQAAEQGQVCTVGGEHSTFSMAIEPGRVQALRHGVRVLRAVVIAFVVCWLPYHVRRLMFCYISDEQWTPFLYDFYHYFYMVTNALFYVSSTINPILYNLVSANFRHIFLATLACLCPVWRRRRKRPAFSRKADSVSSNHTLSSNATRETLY
GPR55 LPI antagonism: inhibition of LPI-stimulated GPR55 beta-arrestin translocation – imaging, U2OS, beta-arrestin-GFP, LPI agonist, primary screen (AID 2013); inhibition, % at 10 µM; hits with a dose series show IC50 in µM; 290,000 compounds, 0.13% hits; U2OS GPR55 beta-arrestin-GFP translocation imaging, LPI antagonism; higher % means a stronger effect;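 active means spots per cell inhibited over 60%, with over 100 cells counted and total cytoplasm intensity under 500,000; inconclusive means wells with under 100 cells, flagged as likely toxic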;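 further: U2OS cells stably carrying GPR55 and arrestin-GFP stimulated by 5 µM LPI near EC80; imaged beta-arrestin-GFP aggregate spots per cell after agonist stimulation; plate controls were LPI-stimulated DMSO wells for no effect and DMSO wells without LPI for full effect; some results filed as inactive read as strong as hits; confirmed hits need IC50 under 10 µM and bright autofluorescent wells are also inconclusive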
LYP inhibition: PTPN22 lymphoid phosphatase activity blockers – biochemical, fluorescence intensity, uHTS (AID 1779); recombinant LYP phosphatase, fluorescence intensity; higher % means a stronger effect; inhibition, % at 11.5 µM, or IC50 in µM where a hit was titrated; 290,000 compounds, 0.054% hits; in the data active means inhibition above about 50%;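 further: plate controls were vehicle with enzyme for no effect and no enzyme for full effect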
T cell HTS: T cell immune modulators affecting CD8 T cell-vesicle binding | 2C CD8+ T cell-vesicle binding, flow cytometry; active compounds read low | calls only at 7 µM | 330,000 compounds, 0.068% hits;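 active means response, share of CD8 T cells binding vesicles, and their 90th percentile fluorescence all below set limits, cut at about 80% in these data, passing the limit was not always enough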
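Material: 2C TCR transgenic mouse naive CD8+ T cells, MACS-purified. Also added: QL9-charged Drosophila Ld/ICAM-1/B7-1 vesicles. Timing: binding 1.5 h at 37 °C. Measured by: high-throughput flow cytometry with anti-B7-1 and anti-CD8 staining. Read-out: percent CD8+ FL2 mean versus row control. Controls: Unloaded micro-vesicles (low), QL9 vesicles with 0.7% DMSO (high).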
Lipid droplet cells 6.5 µM: further read-out of Lipid droplet, marked with its call; cell count; measured here: cell count, cytotoxicity flag;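 cells counted across two imaged fields per well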
T cell HTS vesicle-bound %: second read-out of T cell HTS, no call of its own (marks repeat the call); double positive events, %; measured here: CD8+ vesicle-bound cell fraction;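 binding gate set so that unloaded-vesicle control wells show 10% double positive cells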
NTR1 agonist cell count 20 µM: recorded beside NTR1 agonist, whose call it bears; cell count; measured here: cell count, cytotoxicity flag
The depositor's hits bear a star; i = inactive; ? = inconclusive; / = no result given.

SMILES	GPR35 arrestin U2OS	MgcRacGAP inhibition	GPR55 beta-arrestin	Lipid droplet	Lipid droplet cells 6.5 µM	SV40 large T antigen	NTR1 agonist	NTR1 agonist cell count 20 µM	GPR55 LPI antagonism	LYP inhibition	T cell HTS	T cell HTS vesicle-bound %
C/C(N)=C(/C#N)C(=O)COC(=O)c1ccccc1Oc1ccccc1	-25%	6%	-0.3%	9	702	0%	1.6	67	-6%	-2%	i	29
N#Cc1cc(-c2ccccc2)nnc1Oc1ccccc1	0%	1%	0.0%	/	/	19%	1.2	52	-2%	-2%	i	43
Cc1ccc(S(=O)(=O)NC(=O)NC(C)Cc2ccccc2)cc1 (centres undefined)	-4%	3%	-0.1%	-15	580	3%	-1.3	32	8%	0%	i	34
O=C(NCc1ccco1)c1cc(S(=O)(=O)N2CCOCC2)c(Cl)cc1Cl	14%	6%	-0.3%	/	/	1%	/	/	-3%	-15%	/	/
CC(=O)NC1C(=O)N(C)c2ccc(Br)cc21 (centres undefined)	-1%	4%	-0.1%	/	/	15%	-1.4	63	16%	3%	i	16
CCOC(=O)c1c(C)[nH]c(C)c1C(=O)COC(=O)c1cc(OC)cc(OC)c1	8%	7%	-0.2%	4	640	27%	4.8	28	-6%	1%	i	29
CN(Cc1ccccc1)C(=O)Cn1nc(C(F)(F)F)c2c1CCC2	2%	2%	-0.2%	-22	760	9%	-1.6	85	2%	-3%	i	40
CCC(C(=O)Nc1ccc2c(c1)OCCO2)n1nnc2ccccc2c1=O (centres undefined)	-14%	7%	-0.1%	1	686	8%	-0.5	43	13%	-7%	i	6
CN(CC(=O)N1CCCC1)S(=O)(=O)c1ccc(Cl)cc1	-4%	5%	0.0%	12	842	8%	-2.0	100	10%	-12%	i	45
CC(C)(C)C(=O)C(Cc1ccccc1)n1cncn1 (centres undefined)	2%	7%	0.3%	5	818	-1%	0.1	57	8%	3%	i	36
CCN(CC(=O)NCc1cccs1)C(=O)/C=C/c1cccc(OC)c1OC	/	4%	/	/	/	5%	-0.6	62	/	/	i	29
CCOC(=O)N1CCC(NC(=O)C2=C(C)C(=O)OC23CCC(C)CC3)CC1 (centres undefined)	-16%	1%	0.0%	-10	647	12%	4.7	47	6%	-5%	i	22
Cc1ccc(Cn2cc(/C=N/NC(=O)Cc3nnc(NC(=O)c4ccc(C)cc4)s3)c3ccccc32)cc1	14%	9%	0.4%	5	722	11%	1.1	61	10%	-7%	i	41
O=C(CN1CCOCC1)Nc1c2c(nc3ccccc13)N(Cc1ccccc1)CC2	0%	?	-0.2%	-5	617	5%	1.7	55	18%	-10%	i	34
Nc1cc2c(cc1[N+](=O)[O-])OCCO2	6%	4%	0.2%	-18	644	3%	-0.7	62	5%	-5%	i	11
Cc1cc(OCC(=O)c2cccc(C(F)(F)F)c2)n2cnnc2n1	-7%	5%	-0.1%	9	706	5%	-0.3	49	13%	-8%	i	35
CCOc1nc(NCCN2CCOCC2)nc(NC(C)C)n1	-7%	16%	-0.2%	26	713	6%	-0.4	64	8%	2%	i	31
COC(=O)CCCC(=O)N1CCC(CO)(CCc2ccccc2)CC1	-6%	-3%	0.0%	3	814	10%	-0.1	76	-18%	1%	i	61
Cc1cccc(/C=N/N(CCO)C2=NS(=O)(=O)c3ccccc32)c1	-10%	5%	0.3%	-2	656	-7%	1.9	43	4%	-2%	i	38
O=C(O)C1C2C=CC(C2)C1C(=O)NC1CCS(=O)(=O)C1 (centres undefined)	0%	10%	0.1%	/	/	5%	-1.2	55	7%	-8%	i	26
O=S(=O)(c1cc(Cl)ccc1Cl)N1CCCCC1	-16%	6%	0.3%	/	/	19%	3.9	92	7%	0%	i	40
Cc1ccc(S(=O)(=O)NCC(=O)N(CC(=O)NCC2CCCO2)CC2CCCO2)cc1 (centres undefined)	3%	9%	-0.1%	3	500	-4%	0.3	60	12%	-1%	i	50
CCCCOc1ccc(-c2cc(C(=O)NNC(=S)NCC)c3ccccc3n2)cc1	-19%	3%	-0.1%	-3	751	20%	12	87	2%	-4%	i	31
C[C@@H](C(=O)NCCc1c[nH]c2ccccc12)[C@@H]1C[C@@]1(C)[C@@H](NC(=O)OCc1ccccc1)c1ccccc1	-11%	10%	-0.1%	/	/	2%	0.6	78	13%	4%	i	10
O=C(Nc1cccc(S(=O)(=O)N2CCCCC2)c1)Nc1ccc(Cl)cc1Cl	4%	10%	0.7%	-32	503	10%	20	62	14%	8%	i	61

(listing goes on)
SMILES	GPR35 arrestin U2OS	MgcRacGAP inhibition	GPR55 beta-arrestin	Lipid droplet	Lipid droplet cells 6.5 µM	SV40 large T antigen	NTR1 agonist	NTR1 agonist cell count 20 µM	GPR55 LPI antagonism	LYP inhibition	T cell HTS	T cell HTS vesicle-bound %
O=C(CSc1nc(-c2ccncc2)nn1CC(=O)N1CCCCC1)NC1CCCC1	-5%	11%	0.2%	/	/	-1%	-0.3	60	2%	-13%	i	13
Cc1[nH]cnc1CSCCN	2%	6%	-0.3%	/	/	12%	-0.5	62	-5%	-6%	i	21
COCCN1Cc2cc3cc(C)ccc3nc2SC1=Nc1ccc(OC)cc1	1%	8%	-0.1%	-4	674	7%	3.4	43	6%	-1%	i	22
CC1=CC(c2ccccc2)n2nc(N3C(=O)CCC3=O)nc2N1 (centres undefined)	12%	-1%	-0.1%	3	736	19%	-1.4	63	-6%	1%	i	7
Cc1ccc(S(=O)(=O)N2CCCCC2)cc1C(=O)NCc1ccccn1	12%	-1%	0.1%	-2	803	5%	-0.9	38	-4%	-9%	i	28
O=C(C(=O)N1CCCC1)c1c(-c2ccccc2)[nH]c2ccccc12	6%	4%	-0.1%	/	/	-2%	0.7	100	1%	-2%	i	44
Cc1cccc(OCC(=O)Nc2nnc(S(=O)(=O)N3CCCCC3)s2)c1	6%	9%	0.0%	2	725	8%	4.1	81	14%	-5%	i	36
O=c1cnnc(SCc2ccc([N+](=O)[O-])cc2)[nH]1	-12%	9%	0.2%	5	724	6%	-2.2	97	17%	-6%	i	55
COC(=O)c1c(NC(=O)c2ccccc2N(C)S(=O)(=O)c2ccccc2)sc2c1CCCC2	-4%	9%	-0.3%	-52	801	13%	/	/	0%	3%	/	/
c1cncc(CSc2ccc(-c3ccc4c(c3)OCO4)nn2)c1	-4%	2%	-0.3%	-11	588	6%	3.8	60	-9%	0%	i	24
CN1CCN(c2ccc(NC(=O)C(C)(c3ccccc3)c3ccccc3)cc2)CC1	2%	10%	1.8%	12	869	3%	1.0	52	5%	-8%	i	51
CN(Cc1ccccc1)S(=O)(=O)c1csc(C(N)=O)c1	-10%	-10%	-0.2%	13	742	-5%	-0.3	85	-1%	-9%	i	11
COCCCNC(=O)CNC(=S)N(Cc1cc(OC)c(OC)c(OC)c1)C1CCCC1	-4%	9%	0.2%	-19	658	9%	-0.7	57	2%	-1%	i	50
COc1ccc2[nH]c(=O)c(CN(C(=O)c3cccnc3)c3ccccc3C)cc2c1	4%	13%	-0.1%	1	679	26%	0.0	47	2%	-5%	i	56
Cc1nn(Cc2ccc(F)cc2Cl)c(C)c1[N+](=O)[O-]	-13%	2%	0.5%	2	695	-1%	0.6	49	13%	-6%	i	46
CC1(c2nnc(-c3ccccc3)o2)CC(c2cccnc2)=NO1 (centres undefined)	-9%	4%	-0.2%	/	/	5%	-4.1	98	0%	-7%	i	51
O=C(O)CC(NS(=O)(=O)c1cccc2nsnc12)c1ccc(F)cc1 (centres undefined)	3%	6%	0.0%	/	/	1%	0.4	45	20%	-2%	i	29
CN(C)CCCNC1CS(=O)(=O)CC1O (centres undefined)	-7%	-2%	-0.2%	0	749	-1%	0.0	36	7%	-3%	i	44
COc1ccc(CCNC(=O)CN2CCN(c3cccc(C(F)(F)F)c3)CC2)cc1	-2%	2%	8.4%	4	775	1%	7.9	79	-4%	-6%	i	32
O=C(C[n+]1ccccc1)c1ccc(NC(=O)c2ccccc2)cc1	11%	4%	0.4%	3	752	6%	-2.1	87	7%	-4%	i	22
CC(C)Nc1nc(Cl)nc(N(C#N)CN2C(=O)c3ccccc3S2(=O)=O)n1	2%	1%	-0.2%	8	709	10%	8.7	58	7%	-4%	i	44
Cc1cc(=O)n(C)c(=O)n1CCCCCN1CCCC1	7%	15%	0.6%	14	670	4%	1.2	36	-3%	2%	i	56
CCN(CC)C(=O)CSc1ncnc2c(-c3cccs3)nsc12	-3%	9%	0.2%	3	745	10%	-1.6	82	18%	-3%	i	29
O=C(NCC(=O)N(c1ccc(F)cc1)C(C(=O)NC1CCCCC1)c1cccnc1)c1ccco1 (centres undefined)	1%	3%	-0.2%	-11	795	21%	-1.7	37	-15%	-5%	i	19
O=C(Nc1ccccc1C(=O)N1CCOCC1)c1ccc(F)cc1	5%	1%	-0.1%	-3	693	-1%	-2.6	96	-13%	-8%	i	50
CCOc1cc(-c2nc(-c3ccncc3)no2)cc(OCC)c1OCC	-22%	-2%	0.1%	/	/	3%	0.4	38	-1%	-13%	i	10
O=c1c2ccccc2nc(/C=C/c2cccc(Br)c2)n1CCCO	-2%	7%	-0.1%	-4	758	5%	3.1	89	0%	-1%	i	22
Cc1ccc(S(=O)(=O)NCc2ccc(C(=O)NCCCN3CCC(Cc4ccccc4)CC3)cc2)cc1	8%	9%	0.2%	3	668	7%	2.1	33	28%	-4%	i	40
